Assay outcomes deposited in PubChem by Sanford-Burnham Center for Chemical Genomics.
MKP-3 inhibition: inhibition of rat DUSP6 enzyme activity – biochemical, in vitro, primary screen (AID 425) | recombinant MKP-3 phosphatase activity, fluorescence; higher % means a stronger effect | inhibition, % at 20 µM, or IC50 in µM where a hit was titrated | 110,000 tested, 0.17% active; in the data active = inhibition above about 50%;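 also: plate controls were vehicle for no effect and reference inhibitor for full effect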
Hsp70 displacement: Hsp70 inhibitors, probe displacement, primary screen, biochemical, fluorescence polarization (AID 583); Hsp70 fluorescence polarization probe displacement, mP; higher % means a stronger effect; one-dose displacement, % at 20 µM; IC50 in µM for titrated hits; 140,000 tested, 0.06% active; in the data active = displacement above about 50%;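 also: plate controls were vehicle for no effect and reference ligand for full effect; a part of the inactive calls stands beside numbers as strong as those of hits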
* marks the source's active call; other numbers are inactive results; . = not tested or not shown; & = joins results of further samples. These rows are one share of the data; count on the stated rates, not on these rows.

SMILES | MKP-3 inhibition | Hsp70 displacement
Clc1nc(-c2n[nH]nc2Cl)n[nH]1 | -5% | -0.6%
C=CCNc1nnc(C)c2ccccc12 | -9% | -0.2%
CC(C)c1ccc(/C=N/N=C2/NC(=O)CS2)cc1 | 3% | -4.5%
CCOc1ccccc1OCC(=O)NCc1ccco1 | -2% | 5.7%
CCCCC1(C)NC(=O)c2c(C)sc(C(=O)OCC)c2N1 (stereo not given) | . | 3.2%
CC(C(=O)N1CCc2ccccc2C1)N1C(=O)c2ccccc2C1=O (stereo not given) | 1% | -2.5%
CCC(=O)Nc1cc2nn(-c3ccc(OC)cc3)nc2cc1C | -20%&1% | -1.8%&4.9%
CCCn1nnc(NC(=O)c2cc(Br)cc(Br)c2OC)n1 | 3% | -3.0%
CCN(CC)CCN1C(=O)C(O)=C(C(=O)c2sc(C)nc2C)C1c1cccnc1 (stereo not given) | -4% | -1.0%
CC(C)NC(=O)c1cccc(Cn2cc(Cl)cn2)c1 | -12% | -0.8%
CC1=C(C(=O)OCc2ccccc2)C(c2ccccc2Cl)NC(=O)N1 (stereo not given) | 1% | -2.8%
CC(CCc1ccccc1)NC(=O)CN1CCN(Cc2ccccc2)C1=O (stereo not given) | -1% | 2.0%
CCc1ccccc1N1C(=O)CC(Sc2nc(C)cc(C)n2)C1=O (stereo not given) | 3% | 2.1%
CCOC(=O)c1sc2nc(N3CCOCC3)c3c(c2c1N)CCN(Cc1ccccc1)C3 | . | -0.6%
COCCCn1c(N)c(-c2nc3ccccc3n2C)c2nc3ccccc3nc21 | . | -7.3%
CCN1CNC(=S)N(c2cccc(C)c2C)C1 | . | 4.4%
CC(C)CC(=O)Nc1cc(C(F)(F)F)ccc1N1CCOCC1 | . | -0.9%
COc1ccc(C(=O)c2ccccc2)c(OC)c1 | -3% | -3.1%
C=CCNC(=O)/C=C/c1cc(OC)ccc1OC | 2% | -0.1%
O=C(NCc1cccnc1)NC1(C(F)(F)F)Oc2ccc(Cl)cc2O1 (stereo not given) | -3% | 3.1%
Cc1oc2nc(SCC(=O)NCCCO)nc(N)c2c1C | . | 2.0%
COc1cc2c(cc1OC)-c1nnc(-c3ccco3)n1C(C)(C)C2 | -3% | 4.4%
COc1ccc(C2/C(=C(/O)c3ccccc3)C(=O)C(=O)N2c2nc3ccccc3s2)c(OC)c1 (stereo not given) | -1% | -0.4%
COc1ccc(/C=N/NC(=O)Cc2cccn2C)cc1[N+](=O)[O-] | 3% | -2.6%
CCOC(=O)c1ccc(NC(=O)C2CCN(S(=O)(=O)c3ccccc3)CC2)cc1 | -5% | 2.1%

Overlap with the part before: 4 compounds, followed by the next part.
SMILES | MKP-3 inhibition | Hsp70 displacement
COc1cc2c(cc1OC)-c1nnc(-c3ccco3)n1C(C)(C)C2 | -3% | 4.4%
COc1ccc(C2/C(=C(/O)c3ccccc3)C(=O)C(=O)N2c2nc3ccccc3s2)c(OC)c1 (stereo not given) | -1% | -0.4%
COc1ccc(/C=N/NC(=O)Cc2cccn2C)cc1[N+](=O)[O-] | 3% | -2.6%
CCOC(=O)c1ccc(NC(=O)C2CCN(S(=O)(=O)c3ccccc3)CC2)cc1 | -5% | 2.1%
CCOC(=O)N1CCC(NC(=O)c2sc3nc4n(c(=O)c3c2C)CCCC4)CC1 | -1% | .
CCOc1ccc2nc(SC3CC(=O)N(c4ccccc4I)C3=O)sc2c1 (stereo not given) | 0% | -1.5%
CN(C)S(=O)(=O)c1ccc(C(=O)Nc2ccccn2)cc1 | 1% | 1.8%
CN(C)CCCNC(CC(=O)Nc1ccc(Cl)cc1)C(=O)O (stereo not given) | -6% | 12%
Cc1noc(C)c1CSc1nc2sc(C)c(C)c2c(=O)n1C1CCCC1 | -21% | -1.2%
O=C(O)C1CC(=O)N(c2ccc(F)c(F)c2)C1 (stereo not given) | -17% | -1.2%
CC1CCCN(C(=O)c2ccccc2)C1 (stereo not given) | -3% | -2.5%
CC(C)C(=O)Nc1ccc2c3c(cccc13)CC2 | -3% | 3.8%
COc1ccccc1OCc1nnc(SCC(=O)Nc2ccc(C)cc2)n1C | -4% | 3.7%
Cc1ccc(C(=O)Nc2ccccc2-c2ccccc2)cc1 | 2% | 0.4%
COC(=O)c1c(NC(=O)c2cccc([N+](=O)[O-])c2)sc2c1CCC2 | 1% | -1.1%
CC(C)c1ccc(C2CC(=O)N3CN(C)CSC3=C2C#N)cc1 (stereo not given) | 1% | 0.1%
CC(=O)NC(Cc1ccccc1C)C(=O)NC1CCN(c2c3c(nc4ncnn24)CCC3)CC1 (stereo not given) | -12% | 3.0%
Cc1cc2oc(=O)cc(CN3CCCCC3C)c2c(C)c1Cl (stereo not given) | 1% | 9.1%
CCCCCCCCn1c(/N=C/c2cccc(OCC)c2O)nc2ccccc21 | 1% | 0.3%
CC(C)CC(=O)Nc1nc2c(c(=O)[nH]1)CCCC2 | . | 2.5%
CC1CCN(CCCNC(=O)C2CCC(=O)N2C2CCCC2)CC1 (stereo not given) | -13% | -4.0%
COc1ccc(Cl)cc1N=Cc1c(O)[nH]c(=O)[nH]c1=O | 2% | 1.1%
O=C(O)c1[nH]c2ccc(Cl)cc2c1CC(=O)N1CCN(C(=O)c2ccco2)CC1 | -5% | 5.6%
Cc1cc(C(F)(F)F)n2ncc(-c3ccc(F)cc3)c2n1 | . | 1.5%
CCOC(=O)N1CCN(C(=O)C2CCN(S(=O)(=O)N(CC)CC)CC2)CC1 | 0% | 6.5%
O=C(CSc1nnc(-c2ccc(O)cc2)o1)N1CCOCC1 | -2% | -0.2%
COC(=O)c1nnn(CC(=O)Nc2cccc(OC)c2)c1C(=O)OC | 2% | .
Cc1ccnc(N2CCC(C(=O)Nc3cccc(C(F)(F)F)c3)CC2)n1 | 3% | -1.0%
c1ccc(Cc2nn3c(Cn4nnc5ccccc54)nnc3s2)cc1 | -2% | 0.7%

Retrieved one by one from above (2):
SMILES | MKP-3 inhibition | Hsp70 displacement
CC1CCCN(C(=O)c2ccccc2)C1 (stereo not given) | -3% | -2.5%
Cc1noc(C)c1CSc1nc2sc(C)c(C)c2c(=O)n1C1CCCC1 | -21% | -1.2%

Record cards, from the list above:
Cc1noc(C)c1CSc1nc2sc(C)c(C)c2c(=O)n1C1CCCC1 as listed: MKP-3 inhibition = -21%; Hsp70 displacement = -1.2%
COC(=O)c1nnn(CC(=O)Nc2cccc(OC)c2)c1C(=O)OC as listed: MKP-3 inhibition = 2%; Hsp70 displacement = .

(next part)
SMILES | MKP-3 inhibition | Hsp70 displacement
Cc1nc(NS(=O)(=O)c2ccccc2)sc1NC(=O)OC(C)C | -3% | -0.6%
COc1cccc(/C=N/NC(=O)CCc2c(C)n[nH]c2C)c1 | 2% | -0.7%&-3.4%
COc1ccc(-c2oc(NC(=O)CSc3ncn[nH]3)c(C#N)c2-c2ccc(OC)cc2)cc1 | . | 1.9%
Cc1ccc(CC(=O)Nc2ccccc2N2CCOCC2)cc1C | . | -4.5%
O=C(Nc1cccc(S(=O)(=O)C(F)F)c1)c1ccc(Cl)c(S(=O)(=O)N2CCOCC2)c1 | -7% | 2.0%
CCCCN(Cc1cc2cc(OC)ccc2[nH]c1=O)C(=O)COc1ccccc1 | -2% | 2.2%
CCn1c2ccccc2c2cc(NC(=O)CSc3nnc(-c4ccccc4OC)n3N)ccc21 | -369% | 3.9%
CCc1ccc(-c2nc(CN3CCC(C(=O)NCc4ccco4)CC3)c(C)o2)cc1 | 2% | 0.4%
Cc1ccc(-c2nc3ccccc3o2)cc1NC(=O)c1ccco1 | 0% | -0.2%
O=C(CCC1CCCCC1)Nc1ncn[nH]1 | 0% | -3.0%
COc1ccccc1NC(=O)CCN1CC(C)OC(C)C1 (stereo not given) | . | -2.4%
Cc1ccccc1OCC(=O)Nc1cccc(I)c1 | 3% | 0.3%
Cc1cc(NS(=O)(=O)c2ccc(Nc3nc(-c4ccccn4)cs3)cc2)no1 | 6% | 2.6%
COc1ccc(C2/C(=C(\O)c3ccc(F)cc3)C(=O)C(=O)N2c2nncs2)cc1 (stereo not given) | 2% | 0.3%
COC(=O)c1cc2ccsc2n1CC(=O)N(C)c1ccccc1 | -2% | -2.2%
CCOC(=O)CN1CC23C=CC(O2)C(C(=O)NC2CCCCC2)C3C1=O (stereo not given) | 9% | .
CCOc1cc(/C=C2/C(=O)ON=C2c2ccc(Cl)cc2)ccc1OC | 3% | -3.2%
CCn1c(C(=O)N2CCC(C(=O)N3CCN(c4ccccn4)CC3)CC2)cc2sccc21 | -12% | -6.7%
OC12CCCCC1C(c1ccc3c(c1)OCO3)N(Cc1ccc(F)cc1)CC2 (stereo not given) | -9% | -7.4%
CCOC(=O)c1c(-c2ccncc2)csc1N | -1%&-1% | 2.4%&4.6%
Cc1cccc(C2Nc3ccccc3C(=O)N2c2ccc(F)cc2)n1 (stereo not given) | . | -2.6%
CN1CC2(C)CN(C(c3ccccc3)c3ccccc3)CC(C)(C1)C2O (stereo not given) | -2% | -4.1%
O=C(Nc1ccc(F)cc1F)c1cc(-c2ccccc2)nc2ccccc12 | 0% | -2.7%
COc1ccc(NC(=S)N/C(=N\S(=O)(=O)c2ccccc2)c2ccccc2)cc1 | -6% | -4.9%
O=S(=O)(NC1CCCCCC1)c1ccc(F)cc1 | -5% | 7.1%
SMILES | MKP-3 inhibition | Hsp70 displacement
N#C/C(=C/c1ccc(I)o1)C(=O)Nc1ccc(Cl)c(Cl)c1 | 4% | -2.2%
COc1ccc(C(=O)/C(=C/c2cccs2)c2nc3ccccc3o2)cc1 | . | 0.2%
CCOC(=O)c1c(N)c(C#N)c2n1CCCCC2 | -8% | -3.4%
CNC(=O)CC12CC3CC(CC(C3)C1)C2 | . | -0.9%
COc1cccc(/C=C2\SC(N3CCOCC3)=NC2=O)c1O | 6% | 0.8%
Cc1cccc(Nc2ccccc2C(=O)OCC(=O)N2CCOCC2)c1C | -3% | 1.7%
CCOC(=O)c1sc(=NC(=O)c2ccc(OC)c(OC)c2)n(C)c1C | -5% | 0.2%
O=C(c1ccncc1)N1CCN(Cc2ccccc2)CC1 | -5% | 1.2%
CCN(CC)c1ccc(C2C(C(=O)Nc3ccccn3)=C(C)NC3=C2C(=O)CC(C)(C)C3)cc1 (stereo not given) | -17% | -5.1%
CCOC(=O)c1c(O)c2c([nH]c1=O)CCCC2 | . | 1.6%
CCC(=O)c1ccc(N2CCN(C(C)=O)CC2)c(F)c1 | 2% | -0.9%
Clc1ccc(C2NN=C(c3ccccc3)S2)cc1 (stereo not given) | 0% | 1.0%
COc1ccc(-c2nnc3n2N=C(C)CS3)cc1 | . | -1.5%
COC(=O)Cn1c(C)c(C(C)=O)c(C(C)=O)c1C | -11% | -2.0%
COc1c(C)cc(Br)cc1C(=O)Nc1ccc(N2CCN(S(C)(=O)=O)CC2)cc1 | -3% | -2.8%
C=C(C)c1cccc(C(C)(C)NC(=O)N2CC(C)OC(C)C2)c1 (stereo not given) | -10% | -3.8%
O=C(Nc1ccc(N2CCN(C(=O)c3ccco3)CC2)c(Cl)c1)c1c(F)c(F)c(F)c(F)c1F | -6% | -2.7%
O=C1Cc2ccccc2N1c1c(Cl)cccc1Cl | . | -1.9%
Cc1ccc(C)c(N2CCN(C(=O)c3cc4ccccn4n3)CC2)c1 | -6% | 10%
CN1CCN(C(=O)c2ccc([N+](=O)[O-])cc2Cl)CC1 | -3% | -3.0%
CCOC(=O)c1ccc(Nc2nc(C(=O)OCC)nc3ccccc23)cc1 | . | -9.3%
CN(C)c1ccc(C=Nc2cnn(C)c2C(N)=O)cc1 | 1% | 3.2%
C(=N\c1nc2ccccc2n1CCN1CCCCC1)/c1cccs1 | -2% | -5.4%
CCOC(=O)c1[nH]c(C)c(C(=O)N2CCc3ccccc32)c1C | 2% | 4.6%
Cc1cccc(Oc2cc(NC(=O)c3cccc(F)c3)cc([N+](=O)[O-])c2)c1 | 0% | 5.0%

A few values from the entries so far.
COc1ccc(C(=O)/C(=C/c2cccs2)c2nc3ccccc3o2)cc1 | Hsp70 displacement = 0.2%
N#C/C(=C/c1ccc(I)o1)C(=O)Nc1ccc(Cl)c(Cl)c1 | MKP-3 inhibition = 4%
O=C(c1ccncc1)N1CCN(Cc2ccccc2)CC1 | Hsp70 displacement = 1.2%
COC(=O)Cn1c(C)c(C(C)=O)c(C(C)=O)c1C | Hsp70 displacement = -2.0%
CCOC(=O)c1[nH]c(C)c(C(=O)N2CCc3ccccc32)c1C | Hsp70 displacement = 4.6%

More compounds:
SMILES | MKP-3 inhibition | Hsp70 displacement
CC(=O)Nc1ccc(Oc2ccc(NC(C)=O)c(NC(C)=O)c2)cc1 | 2% | -0.3%
CN1CCN(CCCNC(=O)Nc2cccc3ccccc23)CC1 | -4% | 11%
CCn1c(C(O)c2cc(OC)c(OC)c(OC)c2)nc2ccccc21 (stereo not given) | 2% | -1.0%
O=C(c1ccccc1O)N1N=C(c2cccnc2)CC1(O)C(F)(F)F (stereo not given) | 4% | 2.6%
Cc1cccc(N2C(=O)/C(=C/c3ccc(-c4cccc(Cl)c4)o3)SC2=S)c1 | 2% | 1.5%
O=C(Nc1cccc(Cl)c1)c1ccc(C(=O)Nc2cccc(Cl)c2)cc1 | -4% | 1.5%
Cn1c(=O)c2c(ncn2CC(=O)Nc2cccc3ccccc23)n(C)c1=O | 3% | 0.2%
COc1ccc(NS(=O)(=O)c2cccc(C(=O)O)c2)cc1 | -6% | 7.2%
COc1ccccc1/C=C1/SC(=Nc2ccc(F)cc2)NC1=O | 2% | -4.5%
COc1ccc(NC(C)=O)cc1NC(=O)CN1CCN(CC(=O)Nc2ccc(Cl)cc2)CC1 | 0% | -6.5%
Cc1cccc(C2=N/C(=C\c3ccccc3OS(=O)(=O)c3ccccc3)C(=O)O2)c1 | 3% | -3.9%
Cc1ccc(S(=O)(=O)Cc2ccc(C(=O)N3CCN(Cc4ccccc4)CC3)o2)cc1 | 6% | 12%
COc1ccccc1OCc1nc(Cc2ccc(Cl)cc2)no1 | -4% | -2.3%
